Pol kappa inh: qHTS for Inhibitors of Polymerase Kappa; purified Pol kappa, fluorescent DNA synthesis assay, 10 min; Potency, µM (doses to about 107 µM), inactives show at the top dose activity, negative = inhibition, hits mostly inhibitors; 0.53% of 400,000 active; note: % is set by controls: 0 for no effect and ±100 for the full control effect
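Enzyme at 10 nM met test compounds for 15 min at room temperature. Substrate addition (50 nM final) began the reaction, which was monitored by fluorescence at 0 and 10 min.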
APEX1 inh: qHTS Assay for Inhibitors of the Human Apurinic/apyrimidinic Endonuclease 1 (APE1); recombinant APE1, TAMRA/BHQ-2 abasic DNA cleavage fluorescence; Potency, µM (series often up to 65.8 µM), without a hit: at the top dose activity change, negative = inhibition, usual class: inhibitors; 0.35% of 350,000 active; AID 2517, 2012;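 note: plate controls were vehicle for no effect and reference inhibitor for full effect; nearly all actives have a fitted effect of over 55% in size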
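Measures dequenching upon AP-site incision of a 5'-TAMRA/3'-BHQ-2 THF-containing duplex, 50 nM; human APE1 0.75 nM after 15 min room-temperature exposure to compound; kinetic three-point read at one-minute spacing.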
BLM helicase inh: qHTS Assay for Inhibitors of Bloom's syndrome helicase (BLM); recombinant BLM DNA unwinding, fluorescence dequenching; 0.2% of 350,000 active; AID 2528, 2010; Potency, µM (doses to about 56.1 µM), inactives show at the highest dose activity change, negative = inhibition, most hits filed as inhibitors; RecQ-like DNA helicase BLM (Homo sapiens), P54132;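 note: plate controls were vehicle for no effect and no enzyme for full effect; nearly all actives have a fitted effect of over 35% in size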
Pol iota inh: qHTS for Inhibitors of Polymerase Iota. Pol iota fluorescent replication assay, 10 min. 1% of 390,000 active. DNA polymerase iota (Homo sapiens), Q9UNA4. Potency, µM (highest dose often 115 µM), for inactives: at the highest dose activity, negative = inhibition, most hits filed as inhibitors
Target sequence (Q9UNA4 whole entry, looked up): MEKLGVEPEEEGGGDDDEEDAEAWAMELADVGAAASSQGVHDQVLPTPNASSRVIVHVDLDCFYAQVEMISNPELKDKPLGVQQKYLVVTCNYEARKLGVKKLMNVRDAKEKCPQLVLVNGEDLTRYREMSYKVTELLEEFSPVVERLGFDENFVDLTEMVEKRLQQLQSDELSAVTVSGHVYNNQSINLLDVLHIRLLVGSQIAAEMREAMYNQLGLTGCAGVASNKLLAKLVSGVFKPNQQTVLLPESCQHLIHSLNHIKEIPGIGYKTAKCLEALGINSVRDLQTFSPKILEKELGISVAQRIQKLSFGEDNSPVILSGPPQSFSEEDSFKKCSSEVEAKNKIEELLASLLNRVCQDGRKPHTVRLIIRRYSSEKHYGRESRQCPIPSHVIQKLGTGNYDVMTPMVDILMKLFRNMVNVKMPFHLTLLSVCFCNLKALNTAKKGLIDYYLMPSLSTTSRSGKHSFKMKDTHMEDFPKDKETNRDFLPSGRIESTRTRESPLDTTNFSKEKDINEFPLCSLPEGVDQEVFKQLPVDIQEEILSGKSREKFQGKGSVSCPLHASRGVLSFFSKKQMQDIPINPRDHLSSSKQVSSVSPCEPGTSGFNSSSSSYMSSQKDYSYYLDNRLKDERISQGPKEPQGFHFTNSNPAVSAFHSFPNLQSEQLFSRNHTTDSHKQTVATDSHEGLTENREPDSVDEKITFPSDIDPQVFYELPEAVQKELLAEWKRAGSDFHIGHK
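Pol iota at 10 nM preincubated 15 min with compounds at room temperature; reaction started with fluorescent substrate, 50 nM final. Fluorescence read kinetically at 0 and 10 min; buffer-only wells as negative control.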
Pol eta inh: qHTS for Inhibitors of Polymerase Eta; recombinant Pol eta, fluorescent DNA replication assay; Potency, µM (titrated, usually from 114 µM), for inactives: top-dose activity change, negative = inhibition, actives largely listed as inhibitors; 1.2% of 390,000 active; note: % is set by controls: 0 for no effect and ±100 for the full control effect
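Fluorescent replication assay: 50 nM final substrate added after a 15 min room-temperature compound preincubation with 10 nM enzyme. Signal taken at 0 min and again at 10 min.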
Anesthetic bind: qHTS Assay for Identification of Novel General Anesthetics; 0.074% of 350,000 active; apoferritin/1-aminoanthracene competitive binding, fluorescence; Potency, µM (doses to about 77.5 µM), for inactives: top-dose activity change, negative = displacement, usual class: inhibitors; note: % is set by controls: 0 for no effect and ±100 for the full control effect; nearly all actives have a fitted effect of over 20% in size
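Read-out: endpoint 1-AMA fluorescence, excitation 380 nm and emission 535 nm, after compounds sit 10 min at room temperature with 10 uM horse-spleen apoferritin in 50% saturated 1-AMA/PBS. Values come from four-parameter Hill fits.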
POLB inh: qHTS Assay for Inhibitors of DNA Polymerase Beta. P06746. Pol beta primer extension/strand displacement, fluorescence kinetic. Potency, µM (top dose mostly 114 µM), without a hit: top-dose activity change, negative = inhibition, most hits filed as inhibitors. 1.3% of 340,000 active. AID 485314, 2010; note: % is set by controls: 0 for no effect and ±100 for the full control effect
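Enzyme-only controls used 10 nM Pol beta; buffer lacking enzyme served as negative control. Compound preincubated 15 min, then 50 nM substrate added; 0 and 10 min reads at room temperature.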
G9a inh: qHTS Assay for Inhibitors of Histone Lysine Methyltransferase G9a; Histone-lysine N-methyltransferase EHMT2 (Homo sapiens), Q96KQ7; G9a H3K9 monomethylation, AlphaScreen, 2 h; Potency, µM (highest dose often 102 µM), inactives show at the highest dose activity, negative = inhibition, usual class: inhibitors; 8.8% of 350,000 active; note: % is set by controls: 0 for no effect and ±100 for the full control effect; nearly all actives have a fitted effect of over 75% in size
Target sequence (Q96KQ7 913-1193 limits assumed): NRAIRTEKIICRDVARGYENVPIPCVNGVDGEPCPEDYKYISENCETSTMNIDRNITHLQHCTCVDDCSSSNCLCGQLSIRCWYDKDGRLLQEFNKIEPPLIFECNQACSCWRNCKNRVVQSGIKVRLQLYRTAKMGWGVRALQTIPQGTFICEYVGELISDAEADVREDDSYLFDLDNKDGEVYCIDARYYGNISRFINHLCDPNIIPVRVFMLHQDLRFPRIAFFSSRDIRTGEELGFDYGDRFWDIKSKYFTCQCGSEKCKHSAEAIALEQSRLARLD
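G9a (20 nM) was preincubated 15 min with compound, then reacted 2 h at room temperature with 500 nM biotin-H3K9 peptide and 20 µM SAM. Monomethyl-H3K9 detected by AlphaScreen using anti-H3K9me1 antibody.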
BAZ2B block: qHTS Assay for Inhibitors of BAZ2B; Potency, µM (series often up to 114 µM), for the others: at the highest dose activity change, negative = inhibition, hits mostly inhibitors; 4.4% of 360,000 active; AID 504333, 2011; AlphaScreen BAZ2B-H3K14Ac peptide displacement; Bromodomain adjacent to zinc finger domain protein 2B (Homo sapiens), Q9UIF8; note: % is set by controls: 0 for no effect and ±100 for the full control effect; nearly all actives have a fitted effect of over 60% in size
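In this displacement format the biotinylated H3(5-23) peptide acetylated at Lys14 serves as ligand at 50 nM, with BAZ2B at 50 nM in PBS pH 7.4 containing 0.01% Tween-20. Donor and acceptor beads are 10 ug/mL final.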
Numbers without * were called inactive; [ ] = another dose, or the depositor's remark. Calls come from the whole dose curve; as a rule, active = well fitted curve in the direction sought with a large enough effect; inconclusive = small, poorly fitted or top-dose-only effect, or another doubt; inactive = no such curve, though single readings can be large; an effect the other way counts as inactive or inconclusive. Potency is the fitted concentration of half-maximal effect.

Screening CCc1ccc(OCC(O)CNC(C)(C)C)cc1 (configuration not stated) returned Pol kappa inh -4%, APEX1 inh 19%, BLM helicase inh -1%, Pol iota inh -18%, Pol eta inh -3%, Anesthetic bind -7%, POLB inh 15%, G9a inh -16% and BAZ2B block inconclusive.
CC(C)(C)c1ccc(C(=O)N2CCCC2)s1 was read as Pol kappa inh -5%, APEX1 inh 2%, BLM helicase inh -3%, Pol iota inh 5%, Pol eta inh -13%, Anesthetic bind -14%, POLB inh 6%, G9a inh -10% and BAZ2B block 3%.
`COc1ccc(/C=C/C(=O)c2cc(Br)ccc2OC(=O)c2ccco2)cc1OC` gave Pol kappa inh -4%, APEX1 inh -12%, BLM helicase inh -14%, Pol iota inh 88%[activator], Pol eta inh -10%, Anesthetic bind 1%, POLB inh 2%, G9a inh inconclusive and BAZ2B block 9%.
Screening CN(C)c1ccc(NC(=O)CCN2C(=O)c3cccc([N+](=O)[O-])c3C2=O)cc1 returned Pol kappa inh -2%, APEX1 inh 28%, BLM helicase inh -8%, Pol iota inh 5%, Pol eta inh -16%, Anesthetic bind -14%, POLB inh 17%, G9a inh 10µM* and BAZ2B block -35%.
`CCOC(=O)c1cc2c(=O)n3ccccc3nc2n(CC2CCCO2)c1=NC(=O)c1ccccc1OCC` (configuration not stated) gave Pol kappa inh 3%, BLM helicase inh 1%, Pol iota inh 30%, Pol eta inh -19%, Anesthetic bind 51%[activator], POLB inh 24%, G9a inh 8%[59 µM] and BAZ2B block 1%.
Cc1ccnc(NC(=O)CCNS(=O)(=O)c2ccc(C)c(C)c2)c1 was read as Pol kappa inh 13%, APEX1 inh -4%, BLM helicase inh 1%, Pol iota inh 37%[activator], Pol eta inh -12%, Anesthetic bind -10%, POLB inh 31%, G9a inh 52%[activator] and BAZ2B block -4%.
`CCC(C)NC(=O)CSC1=Nc2ccccc2C2=NC(CCC(=O)NCc3ccco3)C(=O)N12` (configuration not stated) gave Pol kappa inh 2%, APEX1 inh -3%, BLM helicase inh 1%, Pol iota inh 9%, Pol eta inh -3%, Anesthetic bind -6%, POLB inh 11%, G9a inh 63%[activator][59 µM] and BAZ2B block -5%.
For COc1ccc(/C=C/c2nc(C#N)c(N3CCN(c4ccccc4)CC3)o2)cc1OC the results were Pol kappa inh -7%, BLM helicase inh -4%, Pol iota inh 6%, Pol eta inh -15%, Anesthetic bind 60%[activator], POLB inh 12%, G9a inh 0%[59 µM] and BAZ2B block -15%.
Screening CCOC(=O)c1ccccc1NC(=O)Cn1ncc2c1-c1ccccc1OC2 returned Pol kappa inh 5%, BLM helicase inh -10%, Pol iota inh 11%, Pol eta inh -14%, Anesthetic bind -8%, POLB inh 14%, G9a inh 9%[59 µM] and BAZ2B block -20%.
For O=C(CSc1nnc(-c2ccc(S(=O)(=O)N3CCCC3)cc2)o1)NCC1CCCO1 (configuration not stated) the results were Pol kappa inh -5%, APEX1 inh 1%, BLM helicase inh -4%, Pol iota inh 49%[activator], Pol eta inh 13%, Anesthetic bind -7%, POLB inh 7%, G9a inh 8% and BAZ2B block 4%.
`Cc1c(C(=O)NCc2ccccc2CN2CCCC2)oc2ccccc12` gave Pol kappa inh inconclusive, APEX1 inh -8%, Pol iota inh -13%, Pol eta inh 2%, G9a inh 7%[0.501 µM] and BAZ2B block 16%.
For O=C1[C@@H]2CSCN2C(=O)CN1CCc1cccc(F)c1 the results were Pol kappa inh -11%, APEX1 inh -1%, BLM helicase inh -1%, Pol iota inh 3%, Pol eta inh -2%, Anesthetic bind -6%, POLB inh 29%, G9a inh -21% and BAZ2B block 6%.

Two entries drawn at random from those above, as already listed:
Cc1ccnc(NC(=O)CCNS(=O)(=O)c2ccc(C)c(C)c2)c1 was read as Pol kappa inh 13%, APEX1 inh -4%, BLM helicase inh 1%, Pol iota inh 37%[activator], Pol eta inh -12%, Anesthetic bind -10%, POLB inh 31%, G9a inh 52%[activator] and BAZ2B block -4%.
`Cc1c(C(=O)NCc2ccccc2CN2CCCC2)oc2ccccc12` gave Pol kappa inh inconclusive, APEX1 inh -8%, Pol iota inh -13%, Pol eta inh 2%, G9a inh 7%[0.501 µM] and BAZ2B block 16%.

(listing goes on)
`COc1cccc(C(=O)c2sc(Nc3ccc(F)c(Cl)c3)nc2N)c1` gave Pol kappa inh 21%, BLM helicase inh -8%, Pol iota inh -12%, Pol eta inh -7%, Anesthetic bind -8%, POLB inh 9%, G9a inh -25%[59 µM] and BAZ2B block -9%.
Screening O=C(CSc1nnc(-c2ccncc2)o1)c1cccc([N+](=O)[O-])c1 returned Pol kappa inh -9%, APEX1 inh -3%, BLM helicase inh -4%, Pol iota inh 33%[activator], Pol eta inh -3%, Anesthetic bind -11%, POLB inh -21%, G9a inh 33%[activator][12.7 µM] and BAZ2B block -20%.
For CC(C)(C)c1ccc(/C=C/C(=O)Nc2cccnc2)cc1 the results were Pol kappa inh 3%, APEX1 inh 2%, BLM helicase inh -7%, Pol iota inh 85%[activator], Pol eta inh -22%, Anesthetic bind inconclusive, POLB inh 12%, G9a inh -11% and BAZ2B block -21%.
Screening CC(C)(C)CC(=O)Nc1ccc(-c2nnc3n2CCCCC3)cc1 returned Pol kappa inh -12%, APEX1 inh -11%, BLM helicase inh -1%, Pol iota inh -8%, Pol eta inh -13%, Anesthetic bind -6%, POLB inh 1%, G9a inh 20% and BAZ2B block 15%.
`CNc1oc(/C=C/c2cccc(OC)c2)nc1C#N` gave Pol kappa inh -7%, APEX1 inh 10%, BLM helicase inh -2%, Pol iota inh -12%, Pol eta inh -8%, Anesthetic bind 596%[activator], POLB inh 28%, G9a inh -1% and BAZ2B block 11%.
`Cc1cc(C)cc(OCc2ccc(C(=O)N3N=C(C(F)F)CC3(O)C(F)F)o2)c1` (configuration not stated) gave Pol kappa inh -24%, APEX1 inh -2%, BLM helicase inh -14%, Pol iota inh 1%, Pol eta inh -13%, Anesthetic bind inconclusive, POLB inh 3%, G9a inh -27% and BAZ2B block 5%.
For Cc1ccc2nc(SCC(=O)Nc3c(F)cccc3F)[nH]c2c1 the results were Pol kappa inh -6%, APEX1 inh -3%, BLM helicase inh -4%, Pol iota inh -1%, Pol eta inh -21%, Anesthetic bind -5%, POLB inh -10%, G9a inh -42% and BAZ2B block -4%.
Screening CCOC(=O)c1c(C)[nH]c(C)c1C(=O)CSc1nc2ccccc2c(=O)n1-c1ccc(Cl)cc1 returned Pol kappa inh -9%, APEX1 inh -6%, BLM helicase inh -11%, Pol iota inh 21%, Pol eta inh -13%, Anesthetic bind -15%, POLB inh 1%, G9a inh -22%[59 µM] and BAZ2B block -29%.
Fc1ccc(-c2nnn(Cc3ccc(F)cc3Cl)n2)cc1 was read as Pol kappa inh -7%, APEX1 inh -1%, BLM helicase inh -9%, Pol iota inh 48%[activator], Pol eta inh -10%, Anesthetic bind 8%, POLB inh 4%, G9a inh 287%[activator] and BAZ2B block 184%[activator].
`c1ccc2nc(-c3ccncc3)ccc2c1` gave Pol kappa inh -11%, APEX1 inh -3%, BLM helicase inh 4%, Pol iota inh 7%, Pol eta inh -8%, Anesthetic bind -24%, POLB inh 22%, G9a inh 17%[59 µM] and BAZ2B block 8%.
`CCCCc1ccc(NC(=O)C2CCCO2)cc1` (configuration not stated) gave Pol kappa inh 0%, APEX1 inh -2%, BLM helicase inh -1%, Pol iota inh 9%, Pol eta inh -3%, Anesthetic bind inconclusive, POLB inh -7%, G9a inh -3%[12.7 µM] and BAZ2B block 1%.
Screening O=C(Nc1cccc(Cl)c1)c1cc2c(=O)n3ccccc3nc2s1 returned Pol kappa inh 9%, APEX1 inh -7%, BLM helicase inh -4%, Pol iota inh 14%, Pol eta inh -14%, Anesthetic bind 2%, POLB inh 18%, G9a inh 4% and BAZ2B block -14%.
`S=C1NCN(C2CCCCC2)CN1Cc1ccccc1` gave Pol kappa inh -18%, APEX1 inh 2%, BLM helicase inh 1%, Pol iota inh 183%[activator], Pol eta inh -6%, Anesthetic bind 6%, POLB inh -1%, G9a inh 33%[59 µM] and BAZ2B block 7%.
Screening COc1ccccc1NC(=O)C1(C)Cc2ccccc2C(=O)O1 (configuration not stated) returned Pol kappa inh -9%, APEX1 inh inconclusive, BLM helicase inh -1%, Pol iota inh inconclusive, Pol eta inh -23%, Anesthetic bind -10%, POLB inh 15%, G9a inh 50µM* and BAZ2B block -4%.
`Cc1ccc(SCC(=O)Nc2ccc(F)cc2[N+](=O)[O-])cc1C` gave Pol kappa inh -15%, APEX1 inh 12%, BLM helicase inh -7%, Pol iota inh 123%[activator], Pol eta inh -6%, Anesthetic bind -10%, POLB inh 31%, G9a inh inconclusive and BAZ2B block 13µM*.
For COc1ccc(NC(=O)Cn2nnc(C(=O)NCc3ccc(C)cc3)c2N)cc1Cl the results were Pol kappa inh -9%, APEX1 inh -2%, BLM helicase inh -4%, Pol iota inh -20%, Pol eta inh -18%, Anesthetic bind -4%, POLB inh 2%, G9a inh 8% and BAZ2B block -22%.
`O=C(Cn1ccc2ccccc2c1=O)NCCC(=O)N1CCCCC1` gave Pol kappa inh -2%, APEX1 inh 9%, BLM helicase inh 2%, Pol iota inh 36%[activator], Pol eta inh -1%, Anesthetic bind -1%, POLB inh 0%, G9a inh 1% and BAZ2B block 9%.
`CC1(C)N=C(N)N=C(N)N1c1ccc(Oc2ccc(Cl)cc2)c(Cl)c1` gave Pol kappa inh -9%, APEX1 inh 20%, BLM helicase inh 4%, Pol iota inh 27%, Pol eta inh -11%, Anesthetic bind 1%, POLB inh 25%, G9a inh 21%[2.33 µM] and BAZ2B block -14%.
CCCCC(=O)NC(c1ccccc1OC)c1ccc2cccnc2c1O (configuration not stated) was read as Pol kappa inh -16%, APEX1 inh 3%, BLM helicase inh -3%, Pol iota inh 33%[activator], Pol eta inh -3%, Anesthetic bind -6%, POLB inh 6%, G9a inh 8% and BAZ2B block inconclusive.
`Cc1ccnc(N2CCC(C(=O)Nc3ccc4c(c3)CCC4)CC2)n1` gave Pol kappa inh -16%, APEX1 inh 4%, BLM helicase inh -5%, Pol iota inh -5%, Pol eta inh 3%, Anesthetic bind -8%, POLB inh 5%, G9a inh 0% and BAZ2B block 9%.

Not all compounds are listed. The share of hits here may be higher or lower than overall.
